12-LOX inh: inhibitors of human 12S-lipoxygenase ALOX12. P18054. purified 12hLO, xylenol orange hydroperoxide absorbance. Potency, µM (titrated, usually from 108 µM), for the others: top-dose activity change, negative = inhibition, most hits filed as inhibitors. actives 1.1% (n = 580,000); active = well fitted inhibition curve with a large enough effect; inconclusive = small, poorly fitted or top-dose-only effect, or another doubt; inactive = no such curve, though single readings can be large or run the other way
Target sequence (P18054 whole entry, looked up): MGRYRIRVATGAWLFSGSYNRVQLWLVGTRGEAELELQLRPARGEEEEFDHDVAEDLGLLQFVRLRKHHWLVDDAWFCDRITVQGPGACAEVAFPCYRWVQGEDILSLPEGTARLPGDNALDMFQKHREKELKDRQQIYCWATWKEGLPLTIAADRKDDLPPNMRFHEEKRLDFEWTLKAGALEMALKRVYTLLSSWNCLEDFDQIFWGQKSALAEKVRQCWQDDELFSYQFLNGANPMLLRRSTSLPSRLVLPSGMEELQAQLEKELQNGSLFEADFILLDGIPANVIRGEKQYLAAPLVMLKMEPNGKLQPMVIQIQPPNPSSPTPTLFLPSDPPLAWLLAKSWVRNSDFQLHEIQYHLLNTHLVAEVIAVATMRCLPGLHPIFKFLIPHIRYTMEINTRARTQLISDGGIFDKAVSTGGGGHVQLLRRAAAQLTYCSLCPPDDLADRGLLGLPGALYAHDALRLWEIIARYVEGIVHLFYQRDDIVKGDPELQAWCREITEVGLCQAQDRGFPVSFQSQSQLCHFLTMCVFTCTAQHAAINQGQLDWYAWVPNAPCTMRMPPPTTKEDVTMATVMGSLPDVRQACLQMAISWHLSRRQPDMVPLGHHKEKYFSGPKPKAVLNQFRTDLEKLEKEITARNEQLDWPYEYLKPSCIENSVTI
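Purified human 12hLO (150 nM final) in 25 mM Hepes, 0.01% Triton X-100, pH 7.0 was preincubated 15 min at room temperature with compound. Then 40 uM arachidonic acid was added, 30 min. Hydroperoxide was read by Fe-XO absorbance ratio 573/405 nm.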
* marks the source's active call; other numbers are inactive results; ? = inconclusive; & = joins results of further samples; [ ] = another dose, or the depositor's remark. % is scaled to controls: 0 for no effect and ±100 for the full control effect; potency is read from the fitted curve at half-maximal effect.

#	SMILES	12-LOX inh
1	Cn1ncc2c(C(=O)NCCc3ccc(Cl)cc3)cc(C(C)(C)C)nc21	?
2	CN(C(=O)COC(=O)/C=C/c1cccc2cccnc12)c1ccccc1	0%
3	Cc1ccc(NC(=O)CN2CCN(C(=O)C3CC3)CC2)c(F)c1	2%
4	N#Cc1nc(-c2cccs2)oc1N1CCN(C(=O)c2ccccc2)CC1	48%[activator]
5	Cc1cnc(C(=O)N2C[C@@H](COc3ccccc3)[C@H](C(N)=O)C2)cn1	41%
6	COc1ccc(Nc2nc3ccccc3nc2NS(=O)(=O)c2ccc(F)cc2)cc1	-7%
7	CCc1noc(CN(C)CC2CN(CC)c3ccccc3O2)n1 (stereo not given)	-21%
8	CC(C)c1cc(C(=O)N[C@@H]2COCC[C@@H]2OCc2cscn2)cs1	85%[activator]
9	CC(C)(C)c1ccc(CC(=O)N2CCC2(C)C(=O)NS(=O)(=O)c2ccc3c(c2)CCO3)cc1 (stereo not given)	-8%
10	CN(Cc1ccccc1)Cc1cn([C@H]2CO[C@H]3[C@@H]2OC[C@@H]3NCc2ccc(N(C)C)cc2)nn1	14%
11	Brc1ccc(-c2ccn[nH]2)cc1	-2%
12	NCCSCc1cccs1	11%
13	CN(C)C(=O)c1cccc2c1CCN2C(=O)c1ccc(F)cc1	27%
14	COc1cc(/C(C)=N/O)ccc1OC(F)F	?
15	O=C1OC[C@@H]2CCN(CC3CCCCC3)Cc3ccc(F)cc3N12	-15%[176 µM]
16	Cc1cc(COc2ccc(C(=O)c3ccccc3)cc2)on1	2%

Some of the entries above in a different format.
[14] COc1cc(/C(C)=N/O)ccc1OC(F)F
- 12-LOX inh: ?
[15] O=C1OC[C@@H]2CCN(CC3CCCCC3)Cc3ccc(F)cc3N12
- 12-LOX inh: -15%[176 µM]
[16] Cc1cc(COc2ccc(C(=O)c3ccccc3)cc2)on1
- 12-LOX inh: 2%

(further entries)
#	SMILES	12-LOX inh
17	O=C(c1cc(C2CC2)[nH]n1)N1CC(F)(F)C[C@H]1c1nc(C2CC2)no1	-2%
18	Cc1ccc(C)c(-c2cc3c(=O)n(CCNC(=O)Cc4ccsc4)ccn3n2)c1	42%[activator]
19	COc1ccc(C(=O)NC2CCN(C(=O)N3CC4CC(C3)[C@H]3CCCC(=O)N3C4)CC2)c(OC)c1 (stereo not given in full)	21%
20	COc1cccc(OC)c1C(=O)Nc1ccc2oc(-c3cccnc3)nc2c1	47%[activator]
21	COCc1nc(C2CCN(C(=O)c3ccco3)C2)no1 (stereo not given)	24%
22	COc1ccc(-c2cc(N3CCCN(C(=O)c4ccco4)CC3)n[nH]2)cc1	41%[activator]
23	O=C1NC(Cc2ccc(O)cc2)c2nc3cc(F)ccc3c(=O)n2-c2cc3ccccc3cc21 (stereo not given)	0%
24	COc1ccc([S+](=O)([O-])c2nnn3c2nc(NC2CC2)c2ccccc23)cc1	5%[6.33 µM]
25	O=C(NC1CC1)[C@@H]1C[C@H](Oc2cccnc2)CN1C(=O)c1nccc2ccccc12	36%
26	OC[C@H]1O[C@H](c2nc(-c3nc(-c4cccs4)no3)cs2)C[C@@H]1O	5%
27	CC1(C(=O)NCc2cnccn2)CCc2cnc(Nc3ccccc3)nc21 (stereo not given)	-12%[176 µM]
28	CCOC(=O)c1c(C)c(-c2ccccc2)n(CC(=O)Nc2cccc(SC)c2)c1C	8%
29	O=C(NCc1ccccc1)C1CNCC(C(=O)NCc2ccccc2)C1 (stereo not given)	6%
30	CN(c1ccccc1)c1ccc2c(n1)CN(CC(=O)N1CCCC1)C(=O)CO2	-25%[176 µM]
31	COC(=O)c1ccc(NC(=O)Cn2nc3c(cc2=O)CN(C(C)=O)CC3)cc1	37%[activator]
32	Cc1cccc(C)c1NC(=O)C1(C)CSCC(=O)N1CCc1ccc(O)cc1 (stereo not given)	7%
33	Cc1cccc(-c2ocnc2C(=O)Nc2ccc(C)c(C)c2)c1	3%
34	CC(C)(C)c1cc(C[C@H]2CNCC[C@H]2CC(=O)NC2CCCCC2)no1	?
35	CCOc1ccccc1CN1C[C@@H](CO)[C@H](NC(=O)c2cccnc2)C1	21%
36	CC(C)C[C@H]1COc2cc(N3CCN(Cc4ccccc4F)CC3)ccc2S(=O)(=O)N1	4%
37	CC(C)CCN1CCc2c(n(Cc3cccnc3)n(-c3ccccc3)c2=O)C1	?
38	O=C(CN(CC(=O)Nc1ccc(Br)cc1)CC(=O)Nc1ccc(Br)cc1)Nc1ccc(Br)cc1	11µM*
39	CCOC(=O)c1cnc(SCc2nc(-c3cccc(Cl)c3)oc2C)nc1N	-7%
40	COc1cc(CNC[C@H]2O[C@@H](n3cc(C)c(=O)[nH]c3=O)C[C@@H]2O)ccc1OCc1cccc(Cl)c1	?
41	O=C1NCc2ccccc2CC12CCN(Cc1ccc(Cl)cc1)CC2	?
42	O=C(Cc1cccc2ccccc12)NCCc1cccc2cccnc12	18%
43	COc1ccc(COCC(O)CNC(=O)C2CC2)cc1 (stereo not given)	5%
44	O=C(NC1CC1)c1cc2occc2n1Cc1ccccc1F	?
45	CCc1nc2c(c(-c3ccc(Cl)cc3)n1)CN([S+](=O)([O-])c1cccc(C(F)(F)F)c1)CC2	-1%
46	CCc1ccc(NC(=O)CCCn2cnc3c2c(=O)n(C)c(=O)n3C)cc1	?
47	C(=C\c1ccc2nncn2c1)/c1ccccc1	?
48	CC(C)n1ccnc1CN1CCC2(CCCO2)CCC1=O (stereo not given)	?
49	CC(C)C[C@H]1CN(CCCC[C@H]2CNC(=O)C(=O)N2CCc2ccccc2)C(=O)C(=O)N1CCC1CCCCC1	-15%
50	COc1ccc(CSc2ccc(S(=O)(=O)N3CCOCC3)cn2)cc1F	-11%
51	O=S(=O)(Nc1ccc(-c2cn3c(n2)SCC3)cc1)c1cc(F)ccc1F	3%
52	COc1ccc(CNC(=O)N(C)C2CCc3nn(CC4CC4)c(=O)n3CC2)cc1 (stereo not given)	49%
53	CS(=O)(=O)c1cccc(OCC(=O)c2ccc(F)cc2)c1	-9%
54	CN(C(=O)Cn1nc(-c2ccccc2F)ccc1=O)C1CCS(=O)(=O)C1 (stereo not given)	22%
55	N#Cc1ccc(F)c(Cn2cnc3c(Cl)cc(Cl)cc3c2=O)c1	1%
56	C=CCS(=O)(=O)O	17%
57	O[C@H]1CC[C@@H](Cc2cc(-c3ccccc3)on2)O[C@@H]1CNC1CCCCC1	9%[176 µM]
58	COc1cc(C(C)=O)ccc1OCC(=O)N1CCC(Cc2ccccc2)CC1	-1%
59	CC(c1nc(C(C)(C)C)no1)N(C)Cc1ccc2c(c1)OCO2 (stereo not given)	-1%
60	C#CCOc1c(Br)cc(/C=C2/NC(=O)NC2=O)cc1OCC	-9%
61	COc1ccc(NC(=O)c2cc(-c3cc(F)ccc3OCC3CCCO3)n[nH]2)c(C)c1 (stereo not given)	-24%
62	Cc1ccc(C2=NN(C(=O)c3ccco3)C(c3ccc4nccnc4c3)C2)cc1 (stereo not given)	?
63	CCc1ccc(NC(=O)C2CC3CCCC(C2)C3=O)cc1 (stereo not given)	-3%
64	COCCCNC(=O)C[C@H]1C[C@@]2(C(=O)OC)C(=C[C@H](C(C)(C)C)O[C@@H]2C)N(Cc2ccc3c(c2)OCO3)C1=O	-2%
65	CNc1nc(C(=O)N2CCC(c3nccn3Cc3ccncc3)CC2)cs1	?
66	Cc1ccc(C2=CC(c3ccccc3C)n3nnnc3N2)cc1 (stereo not given)	?
67	COc1cccc(C(=O)N2CCC3(CC2)N=C(c2cccc(Br)c2)NO3)c1	-16%
68	COc1cc(NC(=O)Nc2ccccc2OCc2cc(=O)n3cccc(C)c3n2)cc(OC)c1	0%
69	CCOC(=O)c1sc(N2C(=O)C(O)=C(C(=O)c3ccco3)C2c2cccc(Cl)c2)nc1C (stereo not given)	?
70	O=C([C@@H]1C[C@H](Oc2cccnc2)CN1C(=O)c1ccccn1)N1CCCC1	34%
71	O=C(c1cccc(Br)c1)N1CCC(n2c(=O)[nH]c3ccccc32)CC1	-16%
72	Cc1cnc(SCc2ccccn2)nc1C1CCCN(C(=O)c2ccc(-c3ccccc3F)cc2)C1 (stereo not given)	-5%

Continued:
#	SMILES	12-LOX inh
73	CC(C)CS(=O)(=O)N[C@@H]1C[C@H](Cn2cc(CN(C)C)nn2)[C@@H](O)[C@H]1O	-2%[176 µM]
74	CC(NC(=O)c1ccc(C(C)(C)C)cc1)C1CC1 (stereo not given)	-18%
75	C=NC(C(=O)N[C@H]1C(=O)N2C1SC(C)(C)C2C(=O)O)c1ccccc1 (stereo not given in full)	0%
76	CCN(CC)C(=O)C1=C(C)N(CCC2=CCCCC2)C(=O)C(CC(=O)NC(c2ccccc2)c2ccccc2)C1 (stereo not given)	?
77	CCN(CC)C(=O)c1csc(-c2cccc(OC(C)C)c2)n1	60%[activator]
78	C=CC(=O)NC1CCCCN(CCC)C1=O (stereo not given)	-7%
79	Cc1ccc2nc(C(=O)N3CCN(c4ccccc4)CC3)cn2c1	9%
80	CCOc1ccc(CN2CCC3(CC2)Cc2ccccc2CNC3=O)cc1	0%[6.33 µM]
81	FC(F)(F)c1cc(Cl)c2n[nH]c(=S)n2c1	?
82	COc1ccc(-c2c(NC(=O)c3cccc(OC)c3)sc3ccccc3c2=O)cc1	3%
83	Cc1nc2scc(CC(=O)NC(C)C(C)C)n2c(=O)c1-c1cc(C)n(-c2ccccc2F)n1 (stereo not given)	-18%
84	CCc1cc(=O)n(CC(=O)Nc2cc(OC)ccc2OC)c(-c2ccccc2)n1	3%
85	Cc1nc(CN2CCN(CC3(O)CNCCOC3)CC2)cs1 (stereo not given)	?
86	CN1CCCN(C(=O)c2cccc(-c3ccc(C=C4C(=O)Nc5ccc(Cl)cc54)o3)c2)CC1	-35%[57.4 µM]
87	O=C(NCc1cccc(Cl)c1)C1Cc2c(-c3cccc(F)c3)ccnc2O1 (stereo not given)	-13%
88	COc1cccc(NC(=O)CSc2nc3ccc(NC(=O)c4ccc(F)cc4)cc3s2)c1	-19%

Part of the list above in order of molecular weight, highest first.
#	SMILES	12-LOX inh
32	Cc1cccc(C)c1NC(=O)C1(C)CSCC(=O)N1CCc1ccc(O)cc1 (stereo not given)	7%
58	COc1cc(C(C)=O)ccc1OCC(=O)N1CCC(Cc2ccccc2)CC1	-1%
46	CCc1ccc(NC(=O)CCCn2cnc3c2c(=O)n(C)c(=O)n3C)cc1	?

More records.
#	SMILES	12-LOX inh
89	CCc1cccc2c(C(CC(=O)NCC(C)C)c3cccc([N+](=O)[O-])c3)c[nH]c12 (stereo not given)	?
90	Nc1ccc2c(S(=O)(=O)O)cc(S(=O)(=O)O)cc2c1	?
91	Cc1ccc(S(=O)(=O)c2nc(-c3ccccc3)oc2N(C)C)cc1	?
92	CCCNC(=O)N[C@H]1CC[C@@H](CCn2cc(-c3cccc(F)c3)nn2)O[C@@H]1CO	6%
93	CCCCCCC(=O)NNC(=O)NCCCC	9%
94	COC(=O)c1cc(=O)nc(NN=C2c3ccccc3-c3ccccc32)s1	?
95	CCc1nc2c(=O)n(CC(=O)NCc3cccnc3)nc(C)c2s1	65%[activator]
96	Cn1c(=O)[nH]c(=O)c2c1nc(CN1CCN(Cc3ccccc3)CC1)n2Cc1ccccc1Cl	17%
97	CCc1ccc(S(=O)(=O)N2CCC(OC3CCN(Cc4ccccc4)CC3)CC2)cc1	?
98	Cc1csc(NC(=O)c2nn(C)c(=O)c3ccccc23)n1	?
99	O=C1COc2ccc(-c3ccccc3)nc2CN1Cc1ccccc1	12%[176 µM]
100	CCOC(=O)C(NC(=O)c1cc(OC)cc(OC)c1)C(=O)OCC	-24%
101	N=C(N)SCCSc1ccc(Cl)cc1	-14%
102	CCOC(=O)[C@]12CCC=C1N(Cc1ccccc1)C(=O)[C@H](CC(=O)N1CCOCC1)C2	-53%
103	COc1ccc(NC(=O)Cn2nc3c(cc2=O)CCCC3)cn1	-6%
104	Cc1nccc(N2CCN(C(=O)N3CCOCC3)CC(C(=O)O)C2)n1 (stereo not given)	1%
105	COc1ccc(CNC(=O)c2cc3n(n2)CC(c2ccc4c(c2)OCO4)OC3)c(OC)c1 (stereo not given)	64%[activator]
106	Cn1cc(C2c3nccn3CCCN2C(=O)c2cccn2C)cn1 (stereo not given)	18%
107	O[C@@H]1C[C@@H](c2nc(-c3ccc(F)cc3)no2)N(Cc2ncc[nH]2)C1	69%[activator][176 µM]
108	O=C(NC1CCN(c2cc(-c3cccs3)[nH]n2)CC1)c1ccc(F)cc1F	2%
109	Cc1ccc(C(=O)N2CCC3(CC2)NC(=O)N(Cc2ccccc2)C3=O)cc1	7%
110	CCOc1ccc(NC(=O)N2CCC(Oc3ncccc3C(=O)N3CCOCC3)C2)cc1 (stereo not given)	43%[activator]
111	COC(=O)NC1CCN(c2nc3ncccc3o2)CC1	13%&15%[176 µM]
112	O=C(NCc1ccncc1)c1ccc(C2CCCCC2)cc1	2%
113	Cc1cc(Nc2ccc(OC(F)F)cc2)cc(=O)n1-c1ccc(OC(F)F)cc1	?
114	CN(CC1CCOC1)C(=O)c1cc(Cl)ccc1F (stereo not given)	46%[activator]
115	CCOC(=O)c1ccccc1NC(=O)Cn1c(N(C)Cc2ccccc2)nc(C)cc1=O	8%
116	C(#Cc1ccccc1)CN1CCCC1	-13%
117	O=C(O)/C=C/c1ccc(Br)c(Cl)c1	-15%
118	C[C@]1(O)CCN(C(=O)c2ccc3c(c2)OCC(=O)N3)C[C@@H]1O	56%
119	Cc1noc(-c2cn(C3CCN(C(=O)c4cccc(C#N)c4)CC3)nn2)n1	27%
120	CCCNC(=O)CNC(=O)c1nn(C)c(=O)c2ccccc12	-3%
121	CCCCc1c(-c2ccccc2OC)ncn1Cc1cccc(OC)c1	0%
122	O=C(NCCc1ccccn1)c1cnn(-c2ncc3c(n2)-c2ccccc2CC3)c1C1CC1	1%

A portion of the library (hit frequency here may not be typical).
